V-ATPase pH: regulators of yeast V-ATPase proton pumping, primary screen, pHLuorin cytosolic pH fluorescence | S. cerevisiae | response, % at 10 µM | actives 0.37% (n = 350,000) | AID 504577, 2011; in the data active = response mostly above about 7.3%, no sharp cut-off; inactive = mostly below about 5.4%; also: actives read high; inactives centre near 0; some compounds called inactive have numbers as strong as hits; reference of the scale not given here
PKA-R2B activ: activators of PKA-R2B holoenzyme, primary screen, biochemical, fluorescence polarization, Cy5-IP20, human. cAMP-dependent protein kinase catalytic subunit beta (Homo sapiens) + cAMP-dependent …. PKA-R2B holoenzyme dissociation; R2B truncated from residue 108, S112A mutant; 0% DMSO only, 100% 113 µM cGMP. activation, % at 11.4 µM. actives 0.079% (n = 340,000);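 active = activation above a cutoff set at the mean over all compounds plus 3 SD, cut at about 18% in these data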;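 also: higher means more holoenzyme dissociation and a rise in polarization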
DSG3 Ab inh: inhibitors of pemphigus antibody binding to DSG3, primary screen, biochemical, bead-based, flow cytometry, scFv-GFP; binding (percent of control), % at 10 µM; DSG3-coupled beads, scFv-anti-DSG3-GFP binding; hits give low values; actives 0.48% (n = 310,000);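 active = binding more than 3 SD below its plate's average and above zero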;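 also: hits lower antibody fragment binding to DSG3; some compounds called inactive have numbers as strong as hits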
Target sequence (P32926 whole entry, looked up, the tested form may be a part): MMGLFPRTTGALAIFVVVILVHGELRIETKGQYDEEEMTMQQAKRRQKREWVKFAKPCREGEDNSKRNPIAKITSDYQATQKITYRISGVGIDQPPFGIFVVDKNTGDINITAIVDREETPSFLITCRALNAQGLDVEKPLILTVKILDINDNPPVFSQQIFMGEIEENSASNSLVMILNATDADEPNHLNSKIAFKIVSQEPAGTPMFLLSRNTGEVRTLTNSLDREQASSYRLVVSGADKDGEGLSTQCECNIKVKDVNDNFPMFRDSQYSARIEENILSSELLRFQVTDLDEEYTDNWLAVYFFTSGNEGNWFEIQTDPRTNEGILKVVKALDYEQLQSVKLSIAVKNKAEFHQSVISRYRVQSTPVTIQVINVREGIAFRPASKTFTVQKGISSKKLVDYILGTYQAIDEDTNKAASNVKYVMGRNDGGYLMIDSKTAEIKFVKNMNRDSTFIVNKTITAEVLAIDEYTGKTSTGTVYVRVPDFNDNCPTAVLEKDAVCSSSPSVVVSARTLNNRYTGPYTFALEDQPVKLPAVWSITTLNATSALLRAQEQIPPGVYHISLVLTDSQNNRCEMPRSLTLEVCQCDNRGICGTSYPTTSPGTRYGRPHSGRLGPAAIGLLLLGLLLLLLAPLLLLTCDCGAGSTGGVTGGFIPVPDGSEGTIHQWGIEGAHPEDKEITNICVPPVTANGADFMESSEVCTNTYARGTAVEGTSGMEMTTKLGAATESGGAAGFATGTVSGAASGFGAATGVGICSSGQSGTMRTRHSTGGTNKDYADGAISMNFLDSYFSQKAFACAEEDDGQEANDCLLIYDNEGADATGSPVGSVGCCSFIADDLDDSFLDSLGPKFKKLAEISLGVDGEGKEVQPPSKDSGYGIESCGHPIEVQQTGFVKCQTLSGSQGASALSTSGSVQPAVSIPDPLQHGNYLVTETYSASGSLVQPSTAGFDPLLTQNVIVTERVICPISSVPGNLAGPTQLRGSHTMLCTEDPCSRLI
HTR5A inv ag: HTR5A inverse agonists in luminescence cell assay, primary screen, counter-screen for OPRM1-OPRD1 heterodimer inverse agonist project, full-deck HTS; HTR5A cell line, inverse agonism; actives 0.083% (n = 340,000); 5-hydroxytryptamine receptor 5A (Homo sapiens), P47898; inhibition, % at 9.3 µM; AID 504634, 2011; in the data active = inhibition mostly above about 23%, no sharp cut-off; inactive = mostly below about 18%;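 also: 0% = cells with DMSO and 100% = no-cell wells with DMSO; some compounds called inactive have numbers as strong as hits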
Arrestin-AP2 inh: inhibitors of beta-arrestin/AP2 binding, primary screen, biochemical, GPCR trafficking, flow cytometry. beta-arrestin 1 C-terminal peptide binding to AP2 beta2-adaptin appendage (human). FITC-arrestin peptide / GST-AP2 beads; AP2 beta2 appendage carries R879A mutation. inhibition, % at 10 µM. actives 0.31% (n = 340,000). AID 504490, 2011;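 active = inhibition above a set limit, near 3 SD of compounds lacking own fluorescence, cut at about 54% in these data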;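 also: plate controls were DMSO wells for no effect and 5 µM unlabelled arrestin peptide for full effect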
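System: GST-AP2 R879A bound to glutathione beads, E. coli-expressed. Also added: 50 nM FITC-arrestin peptide. Schedule: compound with beads 12 min RT, then probe 1 h RT. Signal: bead flow cytometry, FITC channel. Read-out basis: percent response.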
HTR5A ag: HTR5A agonists in luminescence cell assay, primary screen, counter-screen for OPRM1-OPRD1 heterodimer agonist project, full-deck HTS; actives 0.61% (n = 340,000); AID 504692, 2011; cell-based; activation, % at 9.3 µM; in the data active = activation mostly above about 9.5%, no sharp cut-off; inactive = mostly below about 7.6%;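 also: 0% = cells with vehicle only and 100% = reference agonist; strong numbers were not always called active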
DAGLB inhibitor: DAGLB lipase inhibitors, primary screen, biochemical, fluorescence, HTS; inhibition, % at 5.17 µM; actives 0.059% (n = 340,000); HEK293T DAGLB membrane lysate, EnzChek fluorogenic substrate; Diacylglycerol lipase-beta (Homo sapiens), Q8NCG7; in the data active = inhibition above about 34%;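 also: 0% = enzyme with vehicle and 100% = wells lacking enzyme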
PKA-R1A activ: activators of PKA-R1A holoenzyme, primary screen, biochemical, fluorescence polarization, Cy5-IP20, bovine R1A, mouse PKAc; cAMP-dependent protein kinase type I-alpha regulatory subunit (Bos taurus) + …; PKA-R1A dissociation; scaled: DMSO 0%, 113 µM cGMP 100%; activation, % at 11.4 µM; actives 0.083% (n = 340,000); AID 504707, 2011;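 active = percent activation above the mean of all tested compounds plus 3 SD, cut at about 19% in these data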;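 also: higher means more PKAc released from R1A so a rise in polarization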
OPRM1-OPRD1 ag: agonists of OPRM1-OPRD1 heterodimerization, primary screen, cell-based, luminescence; Mu-type opioid receptor (Homo sapiens) + Delta-type opioid receptor (Homo sapiens), …; cells; actives 0.3% (n = 340,000); AID 504326, 2011; activation, % at 9.3 µM; in the data active = activation above about 18%;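 also: 0% = vehicle-treated cells and 100% = reference agonist; values of inactives mirror those of a sister screen read the other way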
MOR-DOR inv ag: inverse agonists of MOR-DOR heterodimerization, primary screen, cell-based, luminescence; Mu-type opioid receptor (Homo sapiens) + Delta-type opioid receptor (Homo sapiens), …; actives 0.21% (n = 340,000); cell-based MOR-DOR heterodimer luminescence, inverse agonism; inhibition, % at 9.3 µM; in the data active = inhibition above about 22%, passing the limit was not always enough;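 also: 0% = cells with DMSO and 100% = wells without cells with DMSO; values of inactives mirror those of a sister screen read the other way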
* marks the source's active call; other numbers are inactive results.

For Nc1nnc(CC(=O)NCc2ccccc2)s1 the results were V-ATPase pH 3, PKA-R2B activ -10, DSG3 Ab inh 108, HTR5A inv ag 1, Arrestin-AP2 inh 15, HTR5A ag 0, DAGLB inhibitor -2, PKA-R1A activ -12, OPRM1-OPRD1 ag -0.1 and MOR-DOR inv ag 0.
For CCN(CC)CCN(Cc1cc2cc(C)c(C)cc2[nH]c1=O)C(=S)NCc1ccco1 the results were V-ATPase pH -1, PKA-R2B activ 0, DSG3 Ab inh 86, HTR5A inv ag 8, Arrestin-AP2 inh -3, HTR5A ag -3, DAGLB inhibitor 2, PKA-R1A activ -10, OPRM1-OPRD1 ag -2.0 and MOR-DOR inv ag 10.
CCN(CC)S(=O)(=O)c1ccc(NC(=O)c2ccc(Cl)nc2)cc1 was read as V-ATPase pH -1, PKA-R2B activ -6, DSG3 Ab inh 99, HTR5A inv ag -18, Arrestin-AP2 inh 16, HTR5A ag 6, DAGLB inhibitor 1, PKA-R1A activ -6, OPRM1-OPRD1 ag -0.2 and MOR-DOR inv ag 1.
`NC(=O)CSc1nc2c(sc(=S)n2-c2ccccc2)c(=O)[nH]1` gave V-ATPase pH -1, PKA-R2B activ 4, DSG3 Ab inh 91, HTR5A inv ag 7, Arrestin-AP2 inh 1, HTR5A ag -2, DAGLB inhibitor -1, PKA-R1A activ 12, OPRM1-OPRD1 ag -1.6 and MOR-DOR inv ag 7.
`CCOC(=O)N1CCC(N(CCOC)C(=S)Nc2cccc(SC)c2)CC1` gave V-ATPase pH 1, PKA-R2B activ -9, DSG3 Ab inh 121, HTR5A inv ag -11, Arrestin-AP2 inh -25, HTR5A ag 4, DAGLB inhibitor -2, PKA-R1A activ -8, OPRM1-OPRD1 ag -1.7 and MOR-DOR inv ag 8.
`Cc1cc(C)n(-c2nc(NCCC(C)C)c3c4c(sc3n2)COC(C)(C)C4)n1` gave V-ATPase pH 2, PKA-R2B activ -7, DSG3 Ab inh 95, HTR5A inv ag -12, Arrestin-AP2 inh 4, HTR5A ag -1, DAGLB inhibitor -4, PKA-R1A activ -11, OPRM1-OPRD1 ag -0.4 and MOR-DOR inv ag 2.
Screening O=C(Nc1ccccc1)NC1(C(=O)N2CCC(O)CC2)CCCCC1 returned V-ATPase pH -4, PKA-R2B activ -4, DSG3 Ab inh 124, HTR5A inv ag -20, Arrestin-AP2 inh 0, HTR5A ag 0, DAGLB inhibitor -1, PKA-R1A activ -3, OPRM1-OPRD1 ag 1.7 and MOR-DOR inv ag -14.
`CCOCC(=O)Nc1c(C(=O)N2CCN(c3ncccn3)CC2)oc2ccccc12` gave V-ATPase pH 10, PKA-R2B activ -4, DSG3 Ab inh 101, HTR5A inv ag 24, Arrestin-AP2 inh 10, HTR5A ag -9, DAGLB inhibitor -2, PKA-R1A activ -3, OPRM1-OPRD1 ag -0.3 and MOR-DOR inv ag 1.
`C/C(=N\Nc1ccc(C(F)(F)F)cn1)c1ccc(S(=O)(=O)NCc2ccco2)cc1` gave V-ATPase pH 0, PKA-R2B activ 1, DSG3 Ab inh 123, HTR5A inv ag 6, Arrestin-AP2 inh 10, HTR5A ag 0, DAGLB inhibitor 1, PKA-R1A activ -12, OPRM1-OPRD1 ag -3.4 and MOR-DOR inv ag 19.
`Cc1nc(NC(=O)C2CCCCC2C(=O)O)sc1C` (configuration not stated) gave V-ATPase pH -2, PKA-R2B activ 7, DSG3 Ab inh 97, HTR5A inv ag -16, Arrestin-AP2 inh 8, HTR5A ag 2, DAGLB inhibitor 3, PKA-R1A activ -6, OPRM1-OPRD1 ag -4.3 and MOR-DOR inv ag 22.
`Cc1ccc(OCCNC(=O)C(C)SCC(=O)Nc2ccc(F)cc2)cc1` (configuration not stated) gave V-ATPase pH 0, PKA-R2B activ 4, HTR5A inv ag -19, Arrestin-AP2 inh -12, HTR5A ag 7, DAGLB inhibitor -1, PKA-R1A activ -9, OPRM1-OPRD1 ag 1.2 and MOR-DOR inv ag -5.
`COc1ccc(CCC(=O)Nc2ccc(S(=O)(=O)NC3=NCCCCC3)cc2)cc1` gave V-ATPase pH 5, PKA-R2B activ 5, DSG3 Ab inh 108, DAGLB inhibitor 1 and PKA-R1A activ -4.
O=C(O)c1cccc(C(=O)c2cccc3ccccc23)c1 was read as V-ATPase pH -2, PKA-R2B activ 1, DSG3 Ab inh 109, HTR5A inv ag -10, Arrestin-AP2 inh -20, HTR5A ag 10, DAGLB inhibitor 3, PKA-R1A activ -2, OPRM1-OPRD1 ag -2.9 and MOR-DOR inv ag 14.
CCCNC(=O)CSc1nccn1Cc1ccc(OC)cc1 was read as V-ATPase pH -4, PKA-R2B activ -4, DSG3 Ab inh 110, HTR5A inv ag 3, Arrestin-AP2 inh 19, HTR5A ag -1, DAGLB inhibitor 1, PKA-R1A activ -7, OPRM1-OPRD1 ag 0.6 and MOR-DOR inv ag -3.
COc1cc(C(=O)Nc2ccc(S(=O)(=O)N3CCCCC3C)cc2)cc(OC)c1OC (configuration not stated) was read as V-ATPase pH 4, PKA-R2B activ 0, DSG3 Ab inh 94, HTR5A inv ag -8, Arrestin-AP2 inh -1, HTR5A ag 3, DAGLB inhibitor -2, PKA-R1A activ -14, OPRM1-OPRD1 ag -2.0 and MOR-DOR inv ag 10.
For CC(C)Cn1cnc2c1c(=O)n(CC(=O)N(C)C)c(=O)n2Cc1ccccc1 the results were V-ATPase pH 4, PKA-R2B activ -1, HTR5A inv ag -11, Arrestin-AP2 inh 26, HTR5A ag 4, DAGLB inhibitor -1, PKA-R1A activ -3, OPRM1-OPRD1 ag 1.8 and MOR-DOR inv ag -8.
Screening COc1cccc(NC(=O)C2CC(=O)N(C)C(=Nc3cccc(F)c3)S2)c1 (configuration not stated) returned V-ATPase pH 7, PKA-R2B activ -2, DSG3 Ab inh 100, HTR5A inv ag -14, Arrestin-AP2 inh 4, HTR5A ag 3, DAGLB inhibitor -7, PKA-R1A activ -10, OPRM1-OPRD1 ag 5.1 and MOR-DOR inv ag -29.
Screening COCCC1CCCCN1C(=O)c1cccc(OC2CCN(C3CCCC3)CC2)c1 (configuration not stated) returned V-ATPase pH -2, PKA-R2B activ 2, DSG3 Ab inh 99, HTR5A inv ag 26, Arrestin-AP2 inh -21, HTR5A ag -5, DAGLB inhibitor -1, PKA-R1A activ -7, OPRM1-OPRD1 ag 0.4 and MOR-DOR inv ag -2.
CN(Cc1cn(C)nc1-c1ccccc1F)CC1CCCCO1 (configuration not stated) was read as V-ATPase pH 1, PKA-R2B activ -4, DSG3 Ab inh 100, HTR5A inv ag 21, Arrestin-AP2 inh 4, HTR5A ag -1, DAGLB inhibitor 2, PKA-R1A activ -12, OPRM1-OPRD1 ag -1.6 and MOR-DOR inv ag 8.
Screening COc1ccc(Cl)cc1NC(=S)NNC(=O)CC(C)C returned V-ATPase pH -3, PKA-R2B activ -2, DSG3 Ab inh 101, HTR5A inv ag 3, Arrestin-AP2 inh -1, HTR5A ag -1, DAGLB inhibitor -1, PKA-R1A activ 6, OPRM1-OPRD1 ag -5.6 and MOR-DOR inv ag 26.
`Cc1ccc(NC(=O)C(c2ccccc2)N(C)C)cc1Cl` (configuration not stated) gave V-ATPase pH 1, PKA-R2B activ -6, DSG3 Ab inh 117, HTR5A inv ag 8, Arrestin-AP2 inh 45, HTR5A ag -3, DAGLB inhibitor -5, PKA-R1A activ -10, OPRM1-OPRD1 ag -3.5 and MOR-DOR inv ag 17.
Cc1c(Br)c([N+](=O)[O-])nn1CCCC(=O)Nc1c(C)n(C)n(-c2ccccc2)c1=O was read as V-ATPase pH 1, PKA-R2B activ 12, DSG3 Ab inh 104, HTR5A inv ag 11, Arrestin-AP2 inh -1, HTR5A ag -2, DAGLB inhibitor -2, PKA-R1A activ -7, OPRM1-OPRD1 ag -2.9 and MOR-DOR inv ag 15.
For COc1ccc(S(=O)(=O)N2CCOCC2)cc1NC(=O)c1sccc1C the results were V-ATPase pH -2, PKA-R2B activ 1, DSG3 Ab inh 98, HTR5A inv ag -10, Arrestin-AP2 inh -5, HTR5A ag 4, DAGLB inhibitor 1, PKA-R1A activ 8, OPRM1-OPRD1 ag -1.2 and MOR-DOR inv ag 5.
For Cc1ccc(S(=O)(=O)NC(=O)NCc2ccccn2)cc1 the results were V-ATPase pH -7, PKA-R2B activ 6, DSG3 Ab inh 103, HTR5A inv ag -12, Arrestin-AP2 inh 10, HTR5A ag 5, DAGLB inhibitor 1, PKA-R1A activ -10, OPRM1-OPRD1 ag 3.3 and MOR-DOR inv ag -20.
O=C1C=C(c2cc3ccccc3s2)C[C@@H](c2ccc(Cl)cc2)C1 was read as V-ATPase pH 3, PKA-R2B activ 4, DSG3 Ab inh 94, HTR5A inv ag 11, Arrestin-AP2 inh 0, HTR5A ag -1, DAGLB inhibitor -11, PKA-R1A activ -1, OPRM1-OPRD1 ag -2.6 and MOR-DOR inv ag 15.
For CC(C)CNS(=O)(=O)c1cc2c3c(c1)CCC(=O)N3CCC2 the results were V-ATPase pH -3, PKA-R2B activ -4, HTR5A inv ag 0, Arrestin-AP2 inh -1, HTR5A ag 0, DAGLB inhibitor 0, PKA-R1A activ -11, OPRM1-OPRD1 ag -1.0 and MOR-DOR inv ag 5.
For Cc1ccc(CSc2nnc(-c3ccccn3)n2C)cc1 the results were V-ATPase pH 0, PKA-R2B activ 1, HTR5A inv ag -10, Arrestin-AP2 inh -3, HTR5A ag 0, DAGLB inhibitor -3, PKA-R1A activ 8, OPRM1-OPRD1 ag 0.5 and MOR-DOR inv ag -3.
`CC(=O)COc1c(-c2ccco2)oc2ccccc2c1=O` gave V-ATPase pH 7, PKA-R2B activ 1, DSG3 Ab inh 100, HTR5A inv ag 4, Arrestin-AP2 inh -5, HTR5A ag -1, DAGLB inhibitor 0, PKA-R1A activ -3, OPRM1-OPRD1 ag -2.5 and MOR-DOR inv ag 12.
Cc1ccc2c(c1)c1c(n2CC(O)CNC2CCCCC2)CCCC1 (configuration not stated) was read as V-ATPase pH 2, PKA-R2B activ -9, DSG3 Ab inh 117, HTR5A inv ag -14, Arrestin-AP2 inh 3, HTR5A ag 5, DAGLB inhibitor 2, PKA-R1A activ 3, OPRM1-OPRD1 ag 12 and MOR-DOR inv ag -60.

Rows are unselected. About 2.4% of those tested had a hit in this group.
